MsrA act: activates bovine MsrA enzyme. purified bovine MsrA, absorbance read-out. activation, % at 10.6 µM. actives 0.3% (n = 360,000); in the data active = activation above about 7.5%;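 note: 0% = vehicle and 100% = reference activator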
SKN-1 inh: C. elegans SKN-1 inhibition; C. elegans VP596 Pgst-4::GFP/RFP ratio, acrylamide-induced, 24 h; inhibition, % at 21.8 µM; actives 0.49% (n = 360,000); AID 624304;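 active = interference check ratio from 0.5 to 1.5 plus GFP to RFP signal ratio inhibition reaching or exceeding a fixed threshold, cut at about 30% in these data, passing the limit was not always enough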; note: some compounds called inactive have numbers as strong as hits
NRP1-CendR mod: NRP-1/CendR interaction modulation; FAM-RPARPAR peptide binding to NRP-1, fluorescence polarization; inhibition, % at 25 µM; O14786; AID 602438; actives 0.85% (n = 360,000);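 active = inhibition or corrected inhibition above about 18%, plus a signal ratio from 0.5 to 1.5, limit read from the data, passing the limit was not always enough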; note: strong numbers were not always called active
Target sequence (O14786 whole entry, looked up): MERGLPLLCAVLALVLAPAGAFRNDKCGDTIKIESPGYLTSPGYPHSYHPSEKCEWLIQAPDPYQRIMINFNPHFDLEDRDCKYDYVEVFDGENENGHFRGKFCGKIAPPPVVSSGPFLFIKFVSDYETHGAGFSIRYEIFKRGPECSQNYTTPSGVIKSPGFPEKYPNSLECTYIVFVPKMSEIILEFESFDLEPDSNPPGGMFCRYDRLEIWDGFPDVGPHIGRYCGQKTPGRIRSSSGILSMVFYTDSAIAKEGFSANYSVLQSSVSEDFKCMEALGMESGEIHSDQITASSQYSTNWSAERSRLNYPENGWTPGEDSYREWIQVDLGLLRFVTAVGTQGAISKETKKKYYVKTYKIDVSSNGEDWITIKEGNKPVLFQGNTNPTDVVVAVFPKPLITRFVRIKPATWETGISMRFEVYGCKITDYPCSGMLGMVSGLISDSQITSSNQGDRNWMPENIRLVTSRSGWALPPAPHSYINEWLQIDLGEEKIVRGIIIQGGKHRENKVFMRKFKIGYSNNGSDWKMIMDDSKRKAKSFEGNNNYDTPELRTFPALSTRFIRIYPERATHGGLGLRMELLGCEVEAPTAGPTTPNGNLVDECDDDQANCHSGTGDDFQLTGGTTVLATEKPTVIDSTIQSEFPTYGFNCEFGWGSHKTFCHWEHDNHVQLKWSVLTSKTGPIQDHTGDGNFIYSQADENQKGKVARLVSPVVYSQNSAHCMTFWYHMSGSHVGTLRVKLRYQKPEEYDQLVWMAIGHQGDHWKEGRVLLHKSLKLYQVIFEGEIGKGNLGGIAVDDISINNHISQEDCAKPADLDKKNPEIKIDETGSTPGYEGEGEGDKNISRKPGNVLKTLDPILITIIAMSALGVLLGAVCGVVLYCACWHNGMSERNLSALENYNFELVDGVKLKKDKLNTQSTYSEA
MT1-MMP act inh: inhibitors of human MT1-MMP activation | P50281 | AID 651647 | actives 0.061% (n = 360,000) | GFP/RFP ratio change, % at 20 µM | HT1080 RFP-PRO-GFP cells, GFP/RFP ratio fluorescence, overnight; percent of plate control window, DMSO zero;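 active = GFP/RFP ratio change of at least 30% with cell ATP level not reduced by more than half and red fluorescence within 50% of control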; note: strong numbers were not always called active
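Test system: HT1080 cells expressing an RFP-PRO-GFP fluorescent reporter construct / Compound dosing: single-point 20 µM compound, 1% DMSO / Schedule: cells overnight before dosing, compound overnight, 37 °C, 5% CO2 / Evaluation: GFP/RFP fluorescence ratio / Control set: DMSO and RFP-L50D-GFP cell wells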
Neddyl block: cullin neddylation inhibition; AID 651699; actives 0.58% (n = 360,000); calls only at 25 µM; P61081+Q13564; TR-FRET cullin neddylation, biochemical; in the data active = inhibition above about 36%
E coli Lon inh: inhibitors of E. coli Lon protease | P0A9M0 | purified E. coli Lon protease, fluorescence polarization | inhibition, % at 7.94 µM | actives 0.42% (n = 360,000); in the data active = inhibition above about 13%, passing the limit was not always enough;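 note: 0% = enzyme with probe and DMSO and 100% = no enzyme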
Rin1-Abl PPI inh: inhibitors of human Rin1-Abl protein interaction. P00519+Q13671. TR-FRET Rin1/Abl binding, biochemical. inhibition, % at 7.35 µM. actives 0.4% (n = 360,000); in the data active = inhibition above about 5%, passing the limit was not always enough
MsrA inh: bovine MsrA inhibition; purified bovine MsrA, absorbance read-out; inhibition, % at 15.5 µM; actives 0.75% (n = 360,000); AID 651718; in the data active = inhibition above about 4.5%;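 note: 0% = vehicle wells with enzyme and 100% = reference inhibitor wells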
FAS TE block: inhibitors of human fatty acid synthase thioesterase domain; inhibition, % at 15 µM; recombinant FAS-TE, OMFH fluorogenic substrate, fluorescence endpoint; actives 0.67% (n = 360,000);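 active = compounds whose normalised, plate-corrected inhibition of enzyme fluorescence in the single-dose primary screen is 50% or more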;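 note: 0% = DMSO with enzyme and 100% = substrate without enzyme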
* marks the source's active call; other numbers are inactive results; i = inactive; · = not tested or not shown.

Molecule	MsrA inh	SKN-1 inh	NRP1-CendR mod	Rin1-Abl PPI inh	MT1-MMP act inh	Neddyl block	FAS TE block	E coli Lon inh	MsrA act
O=C(c1ccc(Cl)cc1)c1ccc(CN2C(=O)c3ccccc3C2=O)o1	1.6	-3.7	8.2	-2.4	-4.6	i	33.3	3.4	0.3
COc1ccccc1C(=O)NCCc1nc2ccccc2n1C	-1.0	-20.5	8.0	4.0	-7.0	i	-9.1	-2.2	-11.8
COC(=O)c1sc2ccccc2c1NC(=O)c1ccc(S(=O)(=O)N2CCC(C)CC2)cc1	-0.6	-11.9	-6.2	0.3	-1.8	i	32.4	5.7	-6.9
Cc1ccc(Cc2c(-c3ccc(C#N)cc3)nc3ccc(Br)cn23)cc1	-0.2	3.3	1.7	-7.5	-6.6	i	18.5	-11.9	-3.0
CC(=O)N(C)c1nc(-c2ccc(Cl)cc2)cs1	-0.7	10.7	6.0	0.5	8.1	i	-4.0	6.2	-1.4
CCCCNC(=O)C1=C(N)C(C(=O)Nc2ccc(C)c(S(=O)(=O)N3CCCCC3)c2)SC1=Nc1ccc(C)cc1C (centres undefined)	2.1	-11.2	-5.0	-3.0	-8.7	i	10.5	-2.2	-8.7
COc1ccccc1NC(=O)N1CCCC1C(=O)NCc1ccc(F)cc1 (centres undefined)	0.6	2.0	6.3	3.0	1.7	i	-8.6	-10.8	-2.2
Cc1cc(C(=O)COC(=O)c2n[nH]c(=O)c3ccccc23)c(C)n1C	0.2	4.7	14.1	-0.9	5.1	i	-4.3	-7.2	-3.1
Cc1ccc(N(CC(=O)NCc2ccco2)C(=O)CCC(=O)Nc2nccs2)cc1	-0.5	-15.3	-8.3	0.3	-7.4	i	-0.6	0.6	-8.2
CCCCNC(=O)c1nc(C2CCNCC2)oc1-c1cccc(C(F)(F)F)c1	-0.1	2.3	2.0	·	-1.1	i	·	·	·
CN1CCC(N(C)C(=O)/C(C#N)=C/c2ccc(OC(F)F)cc2)CC1	0.8	-3.0	4.8	-5.5	1.0	i	1.1	-1.0	-5.2
COc1ccc(CCNC(=O)CCC(=O)N2CCN(S(=O)(=O)c3ccccc3)CC2)cc1OC	-0.8	-19.8	-0.2	4.3	-2.1	i	-8.5	-4.0	0.7
CSCCC(NC(=O)C1CCC(C)CC1)C(=O)OCC(=O)c1ccc(Cl)cc1 (centres undefined)	0.2	-17.3	-2.4	0.0	-0.4	i	-5.2	-11.6	-10.9
Cc1ccc(S(=O)(=O)N2CCC(=O)N(C(COCc3cccc(C)c3)C(C)C)CC2)cc1 (centres undefined)	0.6	4.6	24.4*	2.5	-6.3	i	30.4	0.7	3.2
Cn1cc(Br)c(-c2cccc(NC(=O)CCCC(=O)O)c2)n1	1.1	-9.8	-8.5	1.6	3.4	i	-4.7	-1.4	-0.6
CC(C)CC(=O)NC(=S)Nc1cc(C(=O)O)ccc1Cl	-0.4	-0.8	1.1	2.7	-4.0	i	-9.3	0.0	-0.2
CN1CCN(C2CN(Cc3cn(Cc4ccc(F)cc4)nn3)S(=O)(=O)C2)CC1 (centres undefined)	1.1	6.9	12.1	·	3.2	i	-11.8	-6.7	-6.4
Cc1ccc(SCc2noc(-c3c(C)noc3C)n2)cc1	0.9	-12.0	3.4	-2.1	1.1	i	23.0	0.3	-3.9
Cc1noc(C)c1NC(=O)N(C)C[C@H]1Oc2c(NS(=O)(=O)c3cn(C)cn3)cccc2C(=O)N([C@H](C)CO)C[C@@H]1C	0.4	-0.3	7.7	2.0	0.8	i	-11.3	12.3	-6.3
Cc1ccc(S(=O)(=O)Nc2ccc3ccccc3n2)cc1	2.4	8.0	-4.4	-0.2	3.5	i	-3.8	4.3	-1.9
C(=N\N1CCN(c2ccccn2)CC1)/c1cccc2ccccc12	0.8	2.1	20.0	-0.3	-3.3	i	33.3	8.3	-1.7
CCCCn1c(N)c(N(CCOC)C(=O)CC(NC(=O)c2ccccc2)c2ccccc2)c(=O)[nH]c1=O (centres undefined)	-0.9	-0.3	-1.6	-0.3	2.3	i	-4.1	-7.1	-0.5
CCc1nc2ccc(C(=O)N3CCN(C(=O)c4ccco4)CC3)cn2c1N(CCC(C)C)CCN(C)C	-0.5	-3.7	19.7	4.2	-3.7	i	-6.2	9.7	0.3
O=S(=O)(c1cc(Br)ccc1Br)N1CCCCCC1	-1.3	7.7	3.7	0.2	-2.0	i	18.3	1.8	-10.4
Cc1c(CCC(=O)N[C@@H](CC(C)C)C(=O)O)c(=O)oc2cc3oc4c(c3cc12)CCCC4	2.8	6.7	-9.9	-1.7	-1.8	·	-4.4	1.9	-13.0
Cc1onc(-c2c(F)cccc2Cl)c1C(=O)NCCc1ccc(S(N)(=O)=O)cc1	·	3.3	5.7	-1.7	-7.7	i	-2.7	-3.9	-7.7
CCCCCC(=O)N1C[C@@H](n2cc(-c3ccc(F)cc3)nn2)[C@H](O)C[C@@H]1c1ccc(C)cc1	0.1	16.1	-12.9	-1.8	1.1	i	48.1	-3.1	-1.6
COc1c(C)cc(C(=O)C2CCCN(C(=O)CCc3scnc3C)C2)cc1C (centres undefined)	0.1	-6.2	7.1	-1.3	2.3	i	-7.9	2.9	-8.2
CN1C(=O)NC(c2ccccc2)C2=C1CN(c1cccc(C(F)(F)F)c1)C2=O (centres undefined)	0.5	9.2	8.4	3.5	-4.1	i	4.6	-3.3	-7.3
Cc1cc(OCC(=O)N(C)Cc2ccccc2)cc(C)c1Cl	0.6	18.4	6.5	1.5	-0.7	i	24.5	-0.8	-1.6
COCc1[nH]nc2c1C(c1ccc(OC)c(OC)c1)C(C#N)=C(N)O2 (centres undefined)	1.0	0.6	7.5	1.9	3.5	i	-5.3	0.1	-8.4
CC1CN(C(=O)/C(C#N)=C2\N=C(NC(=O)c3ccc(F)cc3)c3ccccc32)CC(C)O1 (centres undefined)	3.6	2.8	-1.2	-2.3	-3.0	i	0.3	-0.9	-1.3
O=C(COC(=O)C1CC2C=CC1C2)Nc1cccc(S(=O)(=O)N2CCCCCC2)c1 (centres undefined)	0.7	4.0	11.8	-1.3	0.4	i	19.8	-12.0	-2.8
CCC(=O)c1cn([C@H](CCC(OC)OC)CC(=O)OC(C)(C)C)cc1CC	0.3	-1.5	3.6	0.9	-4.5	i	-1.4	3.4	-1.3
NC(=O)C1CCN(C2CC(=O)N(c3ccc(F)c(Cl)c3)C2=O)CC1 (centres undefined)	1.5	-7.5	11.5	2.1	-1.9	i	-7.2	-3.6	-3.4
CC1CCCCC12NC(=O)N(CC(=O)NCC(=O)Nc1ccc(F)c(F)c1F)C2=O (centres undefined)	0.4	3.7	15.5	3.9	-1.3	i	-2.2	-16.9	-4.6
O=C(Nc1ccc2nc(N3CCOCC3)sc2c1)c1ccc(F)cc1	0.6	16.3	-12.5	6.0	0.6	i	-3.5	-10.2	-1.5
O=C(Nc1cccnc1Cl)c1ccc(S(=O)(=O)N2CCCCCC2)cc1	-0.9	1.2	-3.4	-3.8	-2.2	i	1.4	0.5	-3.4
CC(=O)c1sc2nsc(SCCN3CCCC3)c2c1N	1.2	-2.5	-0.3	-3.0	-11.1	i	-4.9	-4.2	-1.8
Cc1nonc1NC(=O)CSc1nc2ccccc2o1	-0.5	3.3	16.5	-0.2	-2.5	i	-3.9	-3.3	-2.5
O=C(COC(=O)CCSc1ccc(F)cc1)NCc1ccc(F)cc1	-0.6	0.5	-14.8	6.8	-0.9	i	-11.1	-4.2	-12.7
S=C(NCc1ccncc1)Nc1ccc(Br)cc1Cl	0.2	7.8	3.3	-5.2	0.8	i	-0.9	3.5	-3.9
CCOC(=O)Cn1c(=O)oc2cc(S(=O)(=O)NC(C)(C)CC)ccc21	-0.9	0.9	-15.0	-4.1	-4.1	i	-6.4	0.8	-2.1
COCC(C)n1c(SCc2nc3ccccc3c(=O)[nH]2)nc2ccccc2c1=O (centres undefined)	-0.3	-8.4	1.8	1.5	-1.0	i	0.2	-0.1	0.2
CCCNC(=O)N1C[C@H](O)COC[C@@H]2O[C@@H](CC(=O)NCCCN3CCOCC3)CC[C@H]21	-1.4	9.8	5.9	·	9.3	i	·	·	·
Cc1ncsc1CCOC(=O)c1ccc(Cl)cc1	0.5	5.1	-1.3	5.9	-5.9	i	7.7	1.1	-0.3
Cc1c(C)c2ccc(OCC(=O)N(C)C)c(C)c2oc1=O	2.3	7.9	18.7	-3.2	-18.1	·	0.2	4.0	-2.0

A draw from above in order of formula weight, smallest number first.
Molecule	MsrA inh	SKN-1 inh	NRP1-CendR mod	Rin1-Abl PPI inh	MT1-MMP act inh	Neddyl block	FAS TE block	E coli Lon inh	MsrA act
Cc1ncsc1CCOC(=O)c1ccc(Cl)cc1	0.5	5.1	-1.3	5.9	-5.9	i	7.7	1.1	-0.3
Cc1c(C)c2ccc(OCC(=O)N(C)C)c(C)c2oc1=O	2.3	7.9	18.7	-3.2	-18.1	·	0.2	4.0	-2.0
CC(=O)c1sc2nsc(SCCN3CCCC3)c2c1N	1.2	-2.5	-0.3	-3.0	-11.1	i	-4.9	-4.2	-1.8
NC(=O)C1CCN(C2CC(=O)N(c3ccc(F)c(Cl)c3)C2=O)CC1 (centres undefined)	1.5	-7.5	11.5	2.1	-1.9	i	-7.2	-3.6	-3.4
O=C(Nc1ccc2nc(N3CCOCC3)sc2c1)c1ccc(F)cc1	0.6	16.3	-12.5	6.0	0.6	i	-3.5	-10.2	-1.5
O=C(COC(=O)CCSc1ccc(F)cc1)NCc1ccc(F)cc1	-0.6	0.5	-14.8	6.8	-0.9	i	-11.1	-4.2	-12.7
CCOC(=O)Cn1c(=O)oc2cc(S(=O)(=O)NC(C)(C)CC)ccc21	-0.9	0.9	-15.0	-4.1	-4.1	i	-6.4	0.8	-2.1
CCC(=O)c1cn([C@H](CCC(OC)OC)CC(=O)OC(C)(C)C)cc1CC	0.3	-1.5	3.6	0.9	-4.5	i	-1.4	3.4	-1.3
O=C(Nc1cccnc1Cl)c1ccc(S(=O)(=O)N2CCCCCC2)cc1	-0.9	1.2	-3.4	-3.8	-2.2	i	1.4	0.5	-3.4
CC1CCCCC12NC(=O)N(CC(=O)NCC(=O)Nc1ccc(F)c(F)c1F)C2=O (centres undefined)	0.4	3.7	15.5	3.9	-1.3	i	-2.2	-16.9	-4.6
O=C(COC(=O)C1CC2C=CC1C2)Nc1cccc(S(=O)(=O)N2CCCCCC2)c1 (centres undefined)	0.7	4.0	11.8	-1.3	0.4	i	19.8	-12.0	-2.8
CCCNC(=O)N1C[C@H](O)COC[C@@H]2O[C@@H](CC(=O)NCCCN3CCOCC3)CC[C@H]21	-1.4	9.8	5.9	·	9.3	i	·	·	·

Screening results (PubChem)
